High-throughput results (PubChem BioAssay)
mcGAS RapidFire = blocks mouse cGAS cGAMP production | Q8C6L5 | inhibition, % at 12.5 µM | 130,000 tested, 0.18% active | recombinant mouse cGAS, cGAMP by RapidFire MS;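 active = inhibition of cGAS enzyme activity at or above 60%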;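 also: enzyme stimulated by 45 bp dsDNA with ATP and GTP substrates; cGAMP share of summed cGAMP plus half ATP and half GTP signals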
Target sequence (Q8C6L5 whole entry, looked up): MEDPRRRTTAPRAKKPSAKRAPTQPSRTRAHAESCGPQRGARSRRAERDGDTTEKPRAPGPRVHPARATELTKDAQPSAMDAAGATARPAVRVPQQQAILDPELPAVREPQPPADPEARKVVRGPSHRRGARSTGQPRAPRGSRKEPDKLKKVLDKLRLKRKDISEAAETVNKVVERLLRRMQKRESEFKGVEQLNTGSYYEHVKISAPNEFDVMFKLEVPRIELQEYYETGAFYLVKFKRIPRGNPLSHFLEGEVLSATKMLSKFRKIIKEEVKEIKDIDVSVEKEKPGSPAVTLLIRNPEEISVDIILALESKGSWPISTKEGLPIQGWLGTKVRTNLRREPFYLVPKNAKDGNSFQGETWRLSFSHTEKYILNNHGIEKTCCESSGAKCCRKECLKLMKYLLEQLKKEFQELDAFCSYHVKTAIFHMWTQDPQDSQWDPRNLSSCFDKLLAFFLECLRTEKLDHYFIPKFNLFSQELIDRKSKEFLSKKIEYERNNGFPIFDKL
The depositor's hits bear a star; & = joins results of further samples. This is a subset; rates above refer to the full screens.

SMILES | mcGAS RapidFire
O=C1OC(c2ccccc2F)=N/C1=C\c1cccnc1 | 8.6
O=C1C2CC=CCC2C(=O)N1c1n[nH]c(Cc2ccccc2)n1 (stereo not given) | -4.6
CC(C)c1cc(C(=O)N(C)Cc2cc(-c3ccncc3)no2)n(C)n1 | -38.6
COc1c(C)cc(-c2csc(C(N)=O)c2)cc1C | -20.5
CCOC(=O)c1cnc2ccc(C)cc2c1OCC(C)=O | -16.3
COc1cc(NC(=O)Cn2c3ccccc3c(=O)c3ccccc32)cc(OC)c1OC | -4.6
COc1c(C(=O)Nc2ccc(OC(C)C)c(C)c2)c(C)nn1C | 5.6
c1ccc(-c2cc(-c3ccccc3)on2)cc1 | -14.8
Cc1ccc(C)n1C1CCN(c2cc(Cl)nc(N)n2)CC1 | -5.4
O=C1C(=Cc2nc3n(c2O)CCCCC3)C=Cc2ccccc21 | -8.0
CCOC(=O)C1(CCCc2ccccc2)CCN(C2CCOCC2)CC1 | -12.7
Cn1nnc2c(=O)n(Cc3c(F)cccc3Cl)cnc21 | -0.9
Cc1cc(Br)c(NC(=O)CN(C)Cc2nc3ccccc3s2)c(Br)c1 | -1.6
CCCCN1C(c2cccc(C)c2)=NS(=O)(=O)c2cc([N+](=O)[O-])ccc21 | -4.5
Cc1cc(C)c(NC(=O)CSc2nncn2C)c(C)c1 | -17.9
O=C(OCc1cc(=O)n2ccsc2n1)c1cc2c(s1)CCCC2 | -17.2
CCn1c(N)c(Br)c(=O)[nH]c1=O | 1.4
CCOC(=O)N1CCN(C(=O)CSc2nc3c(c(=O)n2-c2ccc(OC)cc2)SCC3)CC1 | -4.7
Cc1ccccc1NC(=O)C1C(=O)CC(C)(O)C(C(=O)Nc2ccccc2C)C1c1cnn(C)c1C (stereo not given) | -6.1
CN(Cc1cnn(C)c1)C(=O)CC1C(=O)NCCN1CCCc1ccccc1 (stereo not given) | -5.2
CCCC(=O)OCC(=O)Nc1cc(OC)c([N+](=O)[O-])cc1C | -12.0
COc1ccc(C(C2Sc3nc(C)nn3C2=O)N2CC(C)OC(C)C2)cc1 (stereo not given) | -11.3
Cc1nc(C(C)NC(=O)N(Cc2ccc(F)cc2)C2CC2)cs1 (stereo not given) | -3.6
COc1ccc(C(=O)NC(C)Cc2ccco2)c(O)c1 (stereo not given) | -8.8
COc1ccc(C=C2SC(=S)N(CCCN(C)C)C2=O)cc1 | 3.6
O=C(Cn1cc(CN2CCn3cncc3C2)c2ccccc21)NC1CC1 | -2.3
c1cc2occc2c(NCC2CCCO2)n1 (stereo not given) | -6.2
Cc1cc(C)c2nc(C(F)(F)F)nc(NCCCN3CCCC3=O)c2c1 | -22.3
CC(C(=O)N1CCN(S(=O)(=O)N(C)C2CCCCC2)CC1)n1ccnc1 (stereo not given) | -24.0
Cc1ccc(C=C2SC(=S)NC2=O)cc1 | 14.6
CN(Cc1cc(F)cc2c1OCOC2)C(=O)Cn1cnc2c(cnn2C)c1=O | -1.6
CC(c1ccc(-c2ccc(N3CCCC3)nn2)cc1)N1CCOCC1 (stereo not given) | -13.0
Cc1ccc(C=NN=C(N)N)s1 | -4.2
CCOC(=O)C/C(C)=N\NC(=O)CN(c1ccc(Br)cc1)S(=O)(=O)c1ccccc1 | -1.6
O=C(Cc1ccccc1O)N(CC1CC1)CC1CC1 | -8.6
CNC(=O)c1sc(N2CCN(c3ccccc3F)CC2)nc1C | -2.9
CC(C)C(C)NC(=O)c1ccc2c(c1)S(=O)(=O)Nc1ncnn1-2 (stereo not given) | 1.6
N#CC1C(=N)Oc2ccc3ccccc3c2C1c1ccccc1 (stereo not given) | -2.1
CCN(C)c1ccc(CSc2nnc(CSC)o2)cc1 | 1.2
CC(CNC(=O)c1ccc(=O)n(C)c1)CN(C)C(=O)OC(C)(C)C (stereo not given) | -2.3

Quoted from the listing.
`Cc1cc(C)c2nc(C(F)(F)F)nc(NCCCN3CCCC3=O)c2c1` in mcGAS RapidFire has -22.3
`COc1ccc(C(C2Sc3nc(C)nn3C2=O)N2CC(C)OC(C)C2)cc1` (stereo not given) in mcGAS RapidFire has -11.3
`Cc1cc(C)c(NC(=O)CSc2nncn2C)c(C)c1` in mcGAS RapidFire has -17.9
`O=C(Cn1cc(CN2CCn3cncc3C2)c2ccccc21)NC1CC1` in mcGAS RapidFire has -2.3
`Cn1nnc2c(=O)n(Cc3c(F)cccc3Cl)cnc21` in mcGAS RapidFire has -0.9
`O=C1C2CC=CCC2C(=O)N1c1n[nH]c(Cc2ccccc2)n1` (stereo not given) in mcGAS RapidFire has -4.6

(listing goes on)
SMILES | mcGAS RapidFire
CC(OC(=O)c1ccc(N(C)C)cc1)C(=O)NCCc1ccc(F)cc1 (stereo not given) | 1.2
Cc1ccc(N(Cc2ccco2)C(=O)CN2C(=O)COc3ccccc32)cc1 | 1.3
O=C1Nc2ccccc2CC1CCC(=O)N(Cc1ccc2c(c1)OCO2)C1CCCC1 (stereo not given) | 8.6
Cc1nc(N2CCN(C)CC2)nc2c1C(=O)CC(/C=C/c1ccccc1)C2 (stereo not given) | 8.3
COc1ccc2c(c1OC)C(=O)N(c1ccc(I)cc1)C2 | -9.4
Cc1ccc2[nH]c(=O)cc(C(=O)NCCNc3cccnc3)c2c1 | 14.2
Cc1ccc(-c2[nH]ncc2CN(C)Cc2nc3ccc(F)cc3[nH]2)cc1C | -13.7&-1.6
CN(Cc1ccccc1)C1CCCN(C(=O)Cn2cnc3ccccc3c2=O)C1 (stereo not given) | -7.0&-1.7
CCCCS(=O)(=O)NC(=O)C1(C)CCN1C(=O)Cc1cc(C)cc(C)c1 (stereo not given) | -11.5
Cc1nnc(SCC2=C(C(=O)O)N3C(=O)C(NC(=O)Cn4cnnn4)C3SC2)s1 (stereo not given) | 10.5
Cn1ccsc1=NC(=O)C1CCCN1C(=O)OC(C)(C)C (stereo not given) | -9.6
COC(=O)N1CCC(NCc2c(C)c(C#N)n3ccccc23)CC1 | -21.2&-9.3
COc1nc2ccccc2cc1-c1csc(C(N)=O)c1 | 4.5
COc1cccc(C(=O)N(CCCCN2C(=O)c3ccccc3C2=O)c2ccc(C)cc2)c1 | 5.9
Cn1cc(NC(=O)c2cccc(Cl)c2)c(=O)n(C)c1=O | -2.7
CC(=O)Nc1ccc(CN2CCN(CC3CCCCC3)C(CCO)C2)cc1 (stereo not given) | -1.0
COc1ccc(Br)cc1C1c2cc3c(cc2OC(=N)C1C#N)OCO3 (stereo not given) | 14.6
CC(CC(=O)Nc1ccccc1C(C)C)NCCc1ccc(F)cc1 (stereo not given) | -4.5
CC1CCN(C(=O)CC2CSc3nc4c(c(=O)n32)CCC4)CC1 (stereo not given) | -1.5
COC(=O)C(C)n1cnc2c(nnn2-c2cccc(Cl)c2)c1=O (stereo not given) | 8.3

Among those listed so far, 3 have a cyano group:
SMILES | mcGAS RapidFire
N#CC1C(=N)Oc2ccc3ccccc3c2C1c1ccccc1 (stereo not given) | -2.1
COC(=O)N1CCC(NCc2c(C)c(C#N)n3ccccc23)CC1 | -21.2&-9.3
COc1ccc(Br)cc1C1c2cc3c(cc2OC(=N)C1C#N)OCO3 (stereo not given) | 14.6

(listing goes on)
SMILES | mcGAS RapidFire
COc1ccc(S(=O)(=O)NCC2CCCN(Cc3cn[nH]c3C3CCCCC3)C2)cc1 (stereo not given) | -6.0
Cc1c(CN2CC[C@@H](N3CCN(C)CC3)[C@H](O)C2)[nH]c2c(Cl)cccc12 | 0.9
Cc1nn(C)c(Cl)c1CNC1CCN(c2ccccc2)CC1 | -11.6
CNC(=O)c1nnc2n1CCN(Cc1cccc(OC)c1F)C2 | 5.5
O=C(O)CC1Sc2ccccc2NC1=O (stereo not given) | -0.1
O=C1C(=Cc2ccco2)SC(=S)N1CC1CCCO1 (stereo not given) | -9.3
COc1ccc(-c2nc(-c3sccc3C)sc2C)cc1 | -7.7
CCNc1nc(=S)[nH]c2ccccc12 | 16.9
CN1CCC(N(C)C(=O)c2ccc(C(=O)NC(C)(C)C)cc2)CC1 | -4.9
CCO[C@H]1COC[C@@H]1NC(=O)c1cnn2ccn(C)c12 | 5.1
COc1ccccc1-c1ccc(C(C)NC(=O)c2n[nH]c(=O)[nH]2)cc1 (stereo not given) | -6.1
CN(C)C(=O)CSc1ncnc2sccc12 | -11.3
Cc1cccnc1NC(=O)c1ccc(=O)n(Cc2ccc(F)cc2)c1 | -8.0
Cc1cc(CSCc2csc(CS(C)(=O)=O)n2)no1 | -0.9
Cn1cc([C@@H]2C[C@H]3CN(c4ccccc4)C(=O)[C@]34CCCN24)c(-c2ccccc2)n1 | -8.1
O=C(O)c1ccc2c(c1)CCN2C(=O)c1cccc(F)c1 | 1.1
S=c1nc(-c2cccs2)[nH]c2ccccc12 | -2.8
Cc1nc(N2CCC(C(N)=O)CC2)nc2c1C(=O)CC(c1ccco1)C2 (stereo not given) | -13.0
COc1cc(NC(=O)NCC(c2ccc(N(C)C)cc2)N2CCc3ccccc32)cc(OC)c1OC (stereo not given) | -3.9
CC1=CC(=O)N(c2cc(C)ccc2C)C1c1ccc(Cl)cc1 (stereo not given) | 2.4
CC(Sc1nnc(N)s1)C(=O)NC(C)C1CC2CCC1C2 (stereo not given) | -3.6
COc1cccc(OCCc2c(C)n[nH]c2C)c1 | 10.9
C1CCC(C2CCCN2Cc2nnnn2C2CC2)CC1 (stereo not given) | -2.6
N#CCSCC(=O)NCc1cccc(NC(=O)c2cccc(F)c2)c1 | -15.4
O=C(CCS(=O)(=O)c1ccccc1F)Nc1ccc(I)cc1 | -12.5
Cc1ccc(NC(=O)c2sc(=O)n(Cc3ccccc3F)c2C)cc1 | -0.8
COc1ccc2c(c1)CN(C(=O)CCc1nc3ccccc3c(=O)[nH]1)CC2 | -6.8
O=C(NC1CC(=O)N(Cc2cccc3ccccc23)C1)c1ccoc1 (stereo not given) | -6.7
Fc1ccc(/C=C/c2nnc(-c3ccccc3Cl)o2)cc1 | 1.4
OC[C@H]1CCN(Cc2ccc3[nH]ccc3c2)C[C@H]1O | -25.4
CCc1ccc(-c2cc(C(=O)N=Nc3c(O)[nH]c4ccccc34)[nH]n2)cc1 | -4.2
CCCOc1ccc(C2C3=C(CC(C)(C)CC3=O)N=C(C)C2C#N)cc1 (stereo not given) | -14.5
Cc1cnc(C(=O)OCC(=O)c2cc(C)n(-c3cc(C)on3)c2C)cn1 | -10.4
COc1cccc(OCc2nc(C(=O)N3CCCCCCC3)co2)c1 | 1.4
CCCCOc1ccc(-c2nc(C=Nc3ccc(C)cc3Br)c(O)o2)cc1 | -6.1
COCC(=O)Nc1cccc(-c2csc3nc(C)c(C)c(=O)n23)c1 | -13.2
Cc1nc(C2CC2)ncc1C(=O)N1C[C@H]2CC[C@H]1C2 | -13.6
O=C(c1ccco1)N1CCN(C2CCCC2)CC1 | -5.5
C=CCN1C(=O)NC(c2cccc(Cl)c2)C2=C1CN(CC(=O)O)C2=O (stereo not given) | 0.7
COC(=O)c1sccc1NS(=O)(=O)c1cc(Cl)cc(Cl)c1 | -3.7
CC1(C(=O)NS(=O)(=O)c2ccccc2Cl)CCN1C(=O)C1(c2ccccc2)CCCC1 (stereo not given) | -12.3
CCOc1ccccc1CN1CCNC(=O)C1CC(=O)N1CCCCO1 (stereo not given) | -7.4
NC(=O)CCC1CCCN(c2ccnc3ccc(Cl)cc23)C1 (stereo not given) | 8.6
CN(C)S(=O)(=O)CCNC(=O)[C@@H]1C[C@H]1c1ccccc1 | -13.9
COc1cc(-c2csc(CCn3[nH]c(C)cc3=O)n2)cc(OC)c1OC | 0.9
Cc1ccc(N2CC(C(=O)N3CCN(c4ncnc5c4nnn5C)CC3)CC2=O)cc1C (stereo not given) | -7.9
COC(C)(C)CNC(=O)N(C)Cc1cc(Br)cn1C | -3.6
CCN(CC)Cc1nc(Cl)c2c(C)c(C)sc2n1 | 2.3
NS(=O)(=O)c1ccc(NC2CCCCC2)nc1 | -3.5
CC(=O)NC(c1ccccc1)c1nc(-c2ccccc2C)cs1 (stereo not given) | 7.6
Cc1ccc(Cn2c(N3CCNCC3)nc3c2c(=O)[nH]c(=O)n3C)cc1 | -17.0
CC(C)CCN1CCNC(=O)C1CC(=O)NCC(C)(C)N1CCOCC1 (stereo not given) | -5.7
CC(NC(=O)CSc1nncn1C1CC1)c1cc2ccccc2o1 (stereo not given) | 4.6
Cc1ccc(C)c(N2CCn3c2nc2c3c(=O)n(CC(C)C)c(=O)n2C)c1 | -1.1
CC(c1cccc(-c2nccc(C(F)(F)F)n2)c1)N1CCCC1 (stereo not given) | -1.4
CC(C)C[C@H](NC(=O)Cc1ccc(C(F)(F)F)cc1)C(=O)NCC#N | -9.2
CC1CCN(C(=O)C2=NN(C)C(=O)CC2)c2ccccc21 (stereo not given) | -1.4
CCN(Cc1ccc2c(c1)OCO2)C(=O)Nc1ccc(OC)nc1 | 1.0
CCCCCC12CCC(O)(CC1)CC2O (stereo not given) | -43.7
CC(Oc1ccc(C(N)=O)cc1)C(=O)c1ccc(Br)cc1 (stereo not given) | -13.3

Compounds listed so far that have a CF3 group:
SMILES | mcGAS RapidFire
Cc1cc(C)c2nc(C(F)(F)F)nc(NCCCN3CCCC3=O)c2c1 | -22.3
CC(c1cccc(-c2nccc(C(F)(F)F)n2)c1)N1CCCC1 (stereo not given) | -1.4
CC(C)C[C@H](NC(=O)Cc1ccc(C(F)(F)F)cc1)C(=O)NCC#N | -9.2

Next section
SMILES | mcGAS RapidFire
O=C(Nc1cccc(CN2C(=O)CNC2=O)c1)c1cc(Cl)ccc1F | -10.4
O=C(CCc1ccsc1)NCc1nc(-c2ccc(F)cc2)n[nH]1 | 2.2
O=CN1CCCN(C(=O)c2cc(COc3ccc4c(c3)CCCC4)on2)CC1 | 1.6
CC(=O)c1c(F)cc(F)cc1OCC(=O)N(C)Cc1cccs1 | -9.8
CC1=C2C(=CO[C@H](C)[C@H]2C)C(=O)C(C(=O)O)C1=O (stereo not given in full) | 2.1
CC(=O)N1CCc2cc(NC(=O)CN(c3cccc(C#N)c3)C(C)C)ccc21 | -13.0
O=C(CSc1nnc2n1CCCCC2)NN1C(=O)NC2(CCCCC2)C1=O | 20.1
COc1ccc(CC(=O)NCc2cccnc2-n2ccnc2)c(OC)c1 | -32.5
C=C(C)Cn1c(=O)c2c(nc3n2CC(C)=NN3Cc2ccc(F)cc2)n(C)c1=O | -1.7
CN(C)c1cccc(C(=O)N2CCC3(CCCN(CCc4ccccc4)C3)C2)c1 (stereo not given) | 0.7
CCn1cc(S(=O)(=O)Nc2ccc(C(=O)OC(C)C)cc2)cn1 | -1.1
CCOCC(=O)Nn1cnc2c(cnn2C(C)(C)C)c1=O | -4.6
